PAFAH1B2 inh = PAFAH1B2 enzyme inhibitors, primary screen, biochemical, fluorescence polarization, human; Platelet-activating factor acetylhydrolase IB subunit alpha2 (Homo sapiens), P68402; recombinant PAFAH1B2, FP-rhodamine activity probe; inhibition, % at 3.39 µM; 340,000 compounds, 1.2% hits; AID 492953, 2010;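 active = inhibition above the mean of all tested compounds plus 3 SD, cut at about 24% in these data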;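 also: 0% = enzyme with DMSO and 100% = wells lacking PAFAH1B2; many of its hits are not listed in these tables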
PAFAH1B3 inh = PAFAH1B3 enzyme inhibitors, primary screen, biochemical, fluorescence polarization, human | Platelet-activating factor acetylhydrolase IB subunit alpha1 (Homo sapiens), Q15102 | recombinant PAFAH1B3, FP-rhodamine probe | inhibition, % at 3.39 µM | 340,000 compounds, 0.28% hits;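 active = inhibition above the screen-wide average of all tested compounds plus 3 SD, cut at about 25% in these data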;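 also: 0% = enzyme with DMSO only and 100% = wells lacking PAFAH1B3 protein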
LYPLA1 counter = LYPLA1 inhibitors, primary screen, counter-screen for PME1 inhibitor project, biochemical, fluorescence polarization, FP-Rh probe ABPP. recombinant LYPLA1. inhibition, % at 5.9 µM. 320,000 compounds, 0.16% hits. AID 2174, 2009;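 active = inhibition above the mean of all tested compounds plus 3 SD, set per campaign, cut at about 14% in these data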;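 also: inhibitors block serine hydrolase probe labeling of LYPLA1 so polarization falls; 0% = enzyme with DMSO and 100% = wells lacking LYPLA1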
Target sequence (O75608 whole entry, looked up): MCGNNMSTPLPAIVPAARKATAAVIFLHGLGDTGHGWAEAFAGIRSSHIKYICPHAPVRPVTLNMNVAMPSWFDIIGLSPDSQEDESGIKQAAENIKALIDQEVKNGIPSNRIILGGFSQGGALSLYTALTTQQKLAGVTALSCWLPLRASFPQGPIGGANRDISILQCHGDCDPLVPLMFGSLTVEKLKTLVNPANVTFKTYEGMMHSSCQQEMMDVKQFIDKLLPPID
LYPLA2 inh = LYPLA2 inhibitors, primary screen, counter-screen for PME1 inhibitor project, biochemical, fluorescence polarization, FP-Rh probe ABPP | 320,000 compounds, 0.38% hits | AID 2177, 2009 | inhibition, % at 5.9 µM | recombinant LYPLA2 | Acyl-protein thioesterase 2 (Homo sapiens), O95372;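 active = inhibition above the screen-wide mean plus 3 SD, limit set per campaign, cut at about 26% in these data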;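 also: 0% = LYPLA2 with DMSO and 100% = wells lacking LYPLA2 enzyme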
PAD4 inh = human PAD4 inhibitors, primary screen, biochemical, fluorescence polarization, 1536-well format. 330,000 compounds, 0.41% hits. inhibition, % at 6.36 µM. Protein-arginine deiminase type-4 (Homo sapiens), Q9UM07. recombinant PAD4, RCA probe fluorescence polarization;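 active = percent inhibition above a cutoff equal to the mean of all tested compounds plus 3 SD, cut at about 15% in these data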;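 also: 0% = PAD4 with RCA probe and DMSO and 100% = probe without PAD4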
Target sequence (Q9UM07 whole entry, looked up): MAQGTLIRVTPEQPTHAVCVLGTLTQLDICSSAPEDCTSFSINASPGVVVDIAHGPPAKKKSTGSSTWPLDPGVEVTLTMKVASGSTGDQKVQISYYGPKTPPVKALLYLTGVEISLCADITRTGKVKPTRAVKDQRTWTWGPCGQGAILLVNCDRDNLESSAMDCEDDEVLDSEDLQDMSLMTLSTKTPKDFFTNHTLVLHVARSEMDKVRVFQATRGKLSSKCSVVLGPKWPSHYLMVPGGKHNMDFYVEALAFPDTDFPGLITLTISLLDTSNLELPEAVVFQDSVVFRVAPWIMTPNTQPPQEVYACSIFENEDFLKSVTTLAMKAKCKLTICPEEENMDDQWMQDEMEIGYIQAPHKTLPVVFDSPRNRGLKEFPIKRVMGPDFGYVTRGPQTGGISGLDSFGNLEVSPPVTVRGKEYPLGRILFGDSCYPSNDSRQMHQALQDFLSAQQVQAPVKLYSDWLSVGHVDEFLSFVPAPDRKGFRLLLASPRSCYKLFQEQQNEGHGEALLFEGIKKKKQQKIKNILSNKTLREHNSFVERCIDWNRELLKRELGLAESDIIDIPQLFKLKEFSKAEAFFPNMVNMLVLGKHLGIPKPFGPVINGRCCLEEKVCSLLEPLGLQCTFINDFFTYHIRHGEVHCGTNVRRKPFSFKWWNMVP
GSTO1 inh = inhibitors of recombinant GSTO1, primary screen, counter-screen for RBBP9 inhibitor project, biochemical, fluorescence polarization; inhibition, % at 5.96 µM; 300,000 compounds, 1.1% hits; activity-based probe fluorescence polarization; Glutathione S-transferase omega-1 (Homo sapiens), P78417;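 active = inhibition above the campaign mean inhibition plus 3 SD, cut at about 35% in these data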;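 also: 0% = GSTO1-1 with DMSO and 100% = wells lacking GSTO1-1 enzyme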
PAFAH2 inh = PAFAH2 enzyme inhibitors, primary screen, biochemical, fluorescence polarization, human; AID 492956, 2010; 340,000 compounds, 0.99% hits; inhibition, % at 3.39 µM; Platelet-activating factor acetylhydrolase 2, cytoplasmic (Homo sapiens), Q99487; recombinant PAFAH2, FP-rhodamine activity probe;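 active = inhibition above the mean over all tested compounds plus 3 SD, cut at about 30% in these data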;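 also: inhibitors block probe labeling of enzyme so polarization drops; 0% = enzyme with DMSO and 100% = wells lacking PAFAH2 protein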
PME-1 inh = PME-1 inhibitors via competitive probe labeling, primary screen, biochemical, fluorescence polarization, FP-Rh probe, HTS; inhibition, % at 5.9 µM; 320,000 compounds, 0.53% hits; Protein phosphatase methylesterase 1 (Homo sapiens), Q9Y570; AID 2130, 2009; recombinant PME-1;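 active = inhibition above the campaign mean of all compounds plus 3 SD, cut at about 26% in these data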;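 also: competitive labeling of PME-1 active site by serine hydrolase directed probe; 0% = PME-1 with DMSO and 100% = wells lacking PME-1 enzyme; inhibitors block probe labeling so polarization falls and inhibition rises; many of its hits are not listed in these tables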
pPAFAH FP inh = pPAFAH enzyme inhibitors, primary screen, biochemical, fluorescence polarization, human; Platelet-activating factor acetylhydrolase (Homo sapiens), Q13093; recombinant pPAFAH, FP-rhodamine probe fluorescence polarization; inhibition, % at 3.39 µM; 330,000 compounds, 1.5% hits; AID 463082, 2010;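 active = inhibition above the mean inhibition across the screen plus 3 SD, cut at about 25% in these data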;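 also: inhibitors block binding of the rhodamine activity-based probe so polarization drops; 0% = enzyme with DMSO and 100% = wells lacking pPAFAH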
Numbers without * were called inactive; nt = not tested or not shown. Some of the compounds tested (hit frequency here may not be typical).

SMILES | PAFAH1B2 inh | PAFAH1B3 inh | LYPLA1 counter | LYPLA2 inh | PAD4 inh | GSTO1 inh | PAFAH2 inh | PME-1 inh | pPAFAH FP inh
O=C(COC(=O)c1cc(S(=O)(=O)N2CCOCC2)ccc1Cl)NCc1ccc2c(c1)OCO2 | 3 | 13 | 1 | 2 | -4 | nt | 8 | 3 | 2
COC(=O)CNC(c1ccccc1)c1cc(Br)ccc1NC(=O)CNC(=O)OCc1ccccc1 (stereo not given) | 9 | 6 | 1 | -2 | -2 | 1 | 10 | 1 | 29*
CC(OC(=O)c1ccc(NS(=O)(=O)c2ccc3[nH]c(=O)[nH]c3c2)cc1)C(=O)Nc1cccc(Cl)c1Cl (stereo not given) | -4 | 0 | -20 | -66 | -5 | -100 | 13 | -45 | -10
CCOC(=O)NC(=O)CSc1nnnn1-c1ccccc1 | 3 | 1 | 4 | -9 | 5 | -1 | 7 | -12 | -2
CCc1nc2c(sc3nc4c(cc32)COC(C)(C)C4)c(=O)n1Cc1ccccc1 | -6 | 3 | 0 | 5 | 5 | 0 | 8 | -1 | 6
CCN(CC(=O)Nc1ccccc1C(F)(F)F)C(=O)C1CCN(C(=O)Nc2ccccc2)CC1 | 0 | 6 | 1 | -2 | -5 | nt | 4 | 0 | -4
CC(=O)Nc1c(O)nc(SCC(=O)Nc2cccc(C)c2)[nH]c1=O | 1 | 5 | -1 | -3 | 0 | -2 | 2 | -2 | 2
CCN(C(=O)CSc1nc(-c2ccccc2)c(-c2ccccc2)[nH]1)C1CCS(=O)(=O)C1 (stereo not given) | 3 | 4 | -2 | 2 | -1 | 5 | 6 | -1 | 7
N/C(=N\OC(=O)C12CC3CC(CC(C3)C1)C2)c1ccccc1 | 2 | 5 | 0 | 1 | 1 | 6 | 1 | -5 | -5
COc1cccc(CC2(CO)CCN(Cc3ccc(NC(C)=O)cc3)CC2)c1 | 2 | 3 | -3 | 0 | -1 | -1 | 1 | -3 | 1
COc1ccc(CNCc2ccco2)cc1OCc1ccccc1 | 3 | 6 | -3 | -2 | 1 | -4 | -4 | 3 | 1
COc1ccc(-c2nc(CSCC(=O)N3CCN(C(=O)c4ccco4)CC3)c(C)o2)cc1OC | 1 | 7 | 1 | 0 | 0 | 4 | 2 | 2 | 6
Cc1ccc(Nc2nc(N)nc(CN3CCC(C)CC3)n2)c(C)c1 | 2 | -8 | -1 | -1 | -3 | -6 | 4 | 1 | 5
Cc1ccc(-c2csc3ncn(C(C)C(=O)O)c(=O)c23)cc1 (stereo not given) | 3 | 1 | -2 | 1 | -1 | 3 | 3 | -5 | 0
O=[N+]([O-])c1ccc(C2=NCCO2)cc1 | 6 | -2 | 2 | -9 | -7 | -2 | -1 | 2 | -2
Cc1ccccc1CC(=O)N1CCCC(CCC(=O)N2CCN(c3ccccn3)CC2)C1 (stereo not given) | 4 | 3 | 1 | -2 | 1 | -3 | 2 | 0 | 3
NS(=O)(=O)c1ccc(Nc2nc(-c3ccc(O)cc3)cs2)cc1 | 11 | 16 | -3 | 3 | 0 | 0 | 1 | 9 | 15
CCCNC(=O)c1ccc(N2CCC3(CC2)CC(c2cccc(Br)c2)=NO3)c(NC(=O)c2c(Cl)cccc2Cl)c1 | 1 | 4 | -7 | -14 | -9 | -11 | -6 | -13 | -7
Cc1ccc(Nc2cc(C)nc3ncnn23)cc1 | 4 | 4 | 0 | 6 | 5 | 7 | 4 | 3 | 2
O=C(N/N=C/c1[nH]c2ccccc2c1Cl)c1cccc(Br)c1 | nt | nt | -20 | -29 | -2 | -15 | nt | -29 | -8
O=C(CNCc1ccccn1)Nc1cc(C(F)(F)F)ccc1N1CCOCC1 | 1 | 4 | 2 | 3 | -1 | -8 | 1 | 4 | 0
O=C(CSc1n[nH]c(-c2cccnc2)n1)Nc1ccc([N+](=O)[O-])cc1 | 2 | 5 | -4 | 8 | 6 | 5 | 1 | 4 | -1
CNc1nc2[nH]c(=O)c3c(c2s1)OC(N)=C(C#N)C3c1ccccc1 (stereo not given) | 8 | 7 | -2 | 0 | -1 | 22 | 3 | 0 | 7
O=C1CCCN1CCC1CCN(C2CC(=O)N(c3ccc(Cl)cc3)C2=O)CC1 (stereo not given) | -1 | -3 | 5 | 33* | -6 | -2 | 2 | 2 | 1
Nc1nc(NCc2ccco2)nc(NCCO)c1[N+](=O)[O-] | 4 | 4 | -2 | 7 | 3 | 1 | 5 | 3 | 2
COc1ccc(C(=O)N/C(=C/c2cccnc2)C(=O)N2CCOCC2)cc1OC | 2 | 3 | 2 | 4 | 4 | 9 | -2 | -2 | 4
Cc1ccc(S(=O)(=O)N(C)C)cc1NC(=O)COC(=O)Cc1ccccc1F | 3 | -6 | 1 | 1 | 1 | 12 | -1 | 2 | 0
CCOCCc1nnc(NC(=O)C(C)Oc2ccccc2)s1 (stereo not given) | 2 | 7 | -3 | -3 | -2 | -2 | 6 | -2 | 1
Cc1cc(C)c(C#N)c(SCc2ccccc2[N+](=O)[O-])n1 | 8 | 11 | -1 | 19 | 0 | -5 | -10 | 9 | 4
CCOC(=O)c1c(C)[nH]c(C(=O)OCC(=O)N2CCN(S(=O)(=O)c3ccc(C)cc3C)CC2)c1C | -6 | -6 | -2 | 14 | -4 | nt | -1 | 6 | 4
Cc1cc(C)c2c(=O)[nH]n(C3CC(C)N(C)CC3C)c2n1 (stereo not given) | 2 | 3 | -2 | -4 | -2 | -3 | -3 | -4 | 2
O=C(Nc1ccc(S(=O)(=O)N2CCOCC2)cc1)C1CCN(S(=O)(=O)c2ccccc2)CC1 | 6 | 9 | 0 | 3 | 2 | 0 | -3 | 9 | 3
COc1ccc(-c2nc(CS(=O)CC(=O)NC3CCCCC3C)c(C)o2)cc1OC (stereo not given) | 1 | 11 | 2 | -2 | 0 | 0 | 1 | 8 | 0
CC(C)N(c1ccccc1)c1ccc(NC(=O)C2CCCO2)cc1 (stereo not given) | -1 | 0 | -2 | 3 | 9 | 6 | 2 | 8 | 5
CSc1ncccc1C(=O)OCC(=O)NC1CCCCC1 | -4 | -6 | -4 | 2 | -1 | nt | 38* | -3 | 2
CCCCSc1nnc2[nH]c(=O)cc(N)n12 | 5 | 13 | -3 | -2 | -6 | -11 | -1 | 6 | 11
Cc1ccc(C)c(N2CCN(C(=O)CCc3nc(-c4cccc(F)c4)no3)CC2)c1 | -3 | 13 | nt | nt | 1 | nt | -2 | nt | 7
O=C(NCCCc1ccccc1)C1CCC(=O)N(CCc2ccc(Cl)cc2)C1 (stereo not given) | 8 | -4 | 5 | 6 | 2 | -1 | -2 | 13 | -2
Cc1cc(=O)n2ccsc2n1 | 1 | -1 | 4 | 2 | -2 | 0 | -2 | 3 | -2
O=C(CSc1nc(-c2ccc(F)cc2)cs1)NCC1CCCO1 (stereo not given) | 6 | 5 | nt | nt | -1 | nt | 8 | nt | 2
C=CCOc1ccc(/C(O)=C2/C(=O)C(=O)N(CCCN3CCOCC3)C2c2ccc(OC)cc2)cc1 (stereo not given) | 3 | 2 | 0 | 1 | -2 | 2 | 0 | 2 | 3
CCc1nnc(N/N=C/c2c(Cl)cccc2Cl)n1N | 5 | 3 | 1 | 1 | 21* | 16 | -1 | 2 | 3
CN(C)c1cc2c(c(N(C)C)c1)C(=O)c1ccccc1C2=O | -1 | 9 | 5 | 4 | -4 | 7 | 11 | 13 | 21
Cc1ccc(OCCC(=O)Nc2ccc(F)c(F)c2)cc1 | 3 | 4 | -6 | -3 | 1 | 4 | 0 | -8 | 6
Brc1ccc(OCCCOc2cccc3cccnc23)cc1 | 11 | 8 | -4 | -1 | -5 | 2 | -8 | 3 | 3
CC(=O)Nc1sc(C)c(C)c1C(=O)OCC(=O)Nc1cc(S(=O)(=O)N2CCCCC2)ccc1Cl | -5 | 3 | 1 | 6 | -4 | -14 | 6 | 0 | 6
COCCNC(=O)C(c1ccc(C)cc1)N(Cc1cccs1)C(=O)CCC(=O)Nc1ccccn1 (stereo not given) | 8 | 2 | 1 | 0 | 1 | -6 | -5 | -1 | 3
O=C(N/N=C/c1ccc(N2CCOCC2)cc1)c1ccc(O)cc1 | 9 | -1 | -1 | 0 | -7 | 3 | -6 | 2 | -1
COCCC(=O)N1CCC(Oc2ccc(C(=O)N(C)CCCC3CCCC3)cc2)CC1 | 0 | 1 | 1 | 12 | -5 | -2 | 2 | -1 | -1

In a second layout: entries from further up
Screens in order: PAFAH1B2 inh	PAFAH1B3 inh	LYPLA1 counter	LYPLA2 inh	PAD4 inh	GSTO1 inh	PAFAH2 inh	PME-1 inh	pPAFAH FP inh
- O=C(CSc1nc(-c2ccc(F)cc2)cs1)NCC1CCCO1 (stereo not given)
    6	5	nt	nt	-1	nt	8	nt	2
- C=CCOc1ccc(/C(O)=C2/C(=O)C(=O)N(CCCN3CCOCC3)C2c2ccc(OC)cc2)cc1 (stereo not given)
    3	2	0	1	-2	2	0	2	3
- CCc1nnc(N/N=C/c2c(Cl)cccc2Cl)n1N
    5	3	1	1	21*	16	-1	2	3
- CN(C)c1cc2c(c(N(C)C)c1)C(=O)c1ccccc1C2=O
    -1	9	5	4	-4	7	11	13	21
- Cc1ccc(OCCC(=O)Nc2ccc(F)c(F)c2)cc1
    3	4	-6	-3	1	4	0	-8	6
- Brc1ccc(OCCCOc2cccc3cccnc23)cc1
    11	8	-4	-1	-5	2	-8	3	3
- CC(=O)Nc1sc(C)c(C)c1C(=O)OCC(=O)Nc1cc(S(=O)(=O)N2CCCCC2)ccc1Cl
    -5	3	1	6	-4	-14	6	0	6
- COCCNC(=O)C(c1ccc(C)cc1)N(Cc1cccs1)C(=O)CCC(=O)Nc1ccccn1 (stereo not given)
    8	2	1	0	1	-6	-5	-1	3
- O=C(N/N=C/c1ccc(N2CCOCC2)cc1)c1ccc(O)cc1
    9	-1	-1	0	-7	3	-6	2	-1
- COCCC(=O)N1CCC(Oc2ccc(C(=O)N(C)CCCC3CCCC3)cc2)CC1
    0	1	1	12	-5	-2	2	-1	-1
